# ROS inducer – ROS inducers in U2OS cancer cells, primary screen, cell-based, H2DCF-DA fluorescence | U2OS ROS induction | ROS induction (% of piperlongumine), % at 10 µM | 46,000 compounds, 2% hits; in the data active means ROS induction above about 79%, passing the limit was not always enough; inconclusive means no clear call, values can overlap the other calls;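 further: 0% = DMSO vehicle median and 100% = reference compound median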
# The depositor's hits bear a star; ? = inconclusive.
SMILES,ROS inducer
Cc1noc(C)c1NC(=O)Nc1ccc2c(c1)C(=O)N([C@@H](C)CO)C[C@@H](C)[C@H](CN(C)C(=O)Nc1ccc(F)cc1)O2,4
C[C@@H]1CN([C@@H](C)CO)C(=O)c2cc(NC(=O)Cc3cn(C)c4ccccc34)ccc2O[C@H]1CN(C)Cc1ccc(C(=O)Nc2ccccc2N)cc1,0
O=C(OCc1cccc(O)c1O[C@@H]1O[C@H](CO)[C@@H](O)[C@H](O)[C@H]1O)C1(O)C(=O)C2C3C4C5C(C(=O)C(O)(C(=O)OCc6cccc(O)c6O[C@@H]6O[C@H](CO)[C@@H](O)[C@H](O)[C@H]6O)C2C53)C41 (stereo partly specified),-6
O=C(NCCC(c1ccccc1)c1ccccc1)c1cc2ccccc2c(=O)o1,154*
COc1ccc(NC(=O)Nc2ccc3c(c2)C(=O)N([C@H](C)CO)C[C@@H](C)[C@@H](CN(C)CC2CCCCC2)O3)cc1,?
O=C(Oc1ccc(C2=NCCS2)cc1)c1ccccc1Cl,-15
COc1ccc(-n2c(SCC(=O)Nc3ccccc3OC)nc3sc4c(c3c2=O)CCCC4)cc1,11
CC(C)NC(=O)N(C)C[C@H]1Oc2ccc(NC(=O)NC3CCCCC3)cc2C(=O)N([C@@H](C)CO)C[C@H]1C,4
C[C@H]1CN([C@@H](C)CO)C(=O)c2cccc(NC(=O)Nc3cccc4ccccc34)c2O[C@H]1CN(C)Cc1ccc(-c2ccccc2)cc1,20
CN(C)C(=O)/C(=C\c1ccccc1)NC(=O)c1ccccc1,4
COCCOC(=O)N1C(=O)[C@@]2(c3cc(C#CCC(C(=O)OC)C(=O)OC)ccc31)[C@H](C(=O)N1CCN(c3ncccn3)CC1)[C@H]1C(=O)O[C@H](c3ccccc3)[C@H](c3ccccc3)N1[C@@H]2c1ccc(O)cc1,50
C[C@@H]1CN([C@H](C)CO)C(=O)Cc2cc(NC(=O)C3CC3)ccc2O[C@H]1CN(C)Cc1ccc(C(=O)Nc2ccccc2N)cc1,-2
C[C@@H]1CN([C@H](C)CO)C(=O)CCCn2nncc2CO[C@H]1CN(C)C(=O)CCC(F)(F)F,15
C[C@@H]1CN([C@@H](C)CO)C(=O)c2cc(NC(=O)Nc3ccc(F)cc3)ccc2O[C@H]1CN(C)C(=O)Nc1cccc2ccccc12,57
Cc1noc(C)c1S(=O)(=O)Nc1ccc2c(c1)CC(=O)N([C@@H](C)CO)C[C@@H](C)[C@@H](CN(C)Cc1ccncc1)O2,2
COc1ccc(NC(=O)Nc2ccc3c(c2)C(=O)N([C@H](C)CO)C[C@H](C)[C@@H](CN(C)C)OCCCC[C@@H](C)O3)cc1,0
CNC[C@H]1Oc2c(NC(=O)Nc3c(C)noc3C)cccc2C(=O)N([C@H](C)CO)C[C@@H]1C,-16
O=C(Nc1ccccc1)N1CCN(c2ncccn2)CC1,-13
C/C=C/C(O)C(C)CC(C)C(OC(=O)CCC(=O)O)C(C)/C=C/C=C/C=C(\C)C(=O)O (stereo unspecified),-2
C[C@@H]1CN([C@H](C)CO)C(=O)c2cccc(NC(=O)c3nc4ccccc4s3)c2O[C@H]1CN(C)Cc1ccc(C(=O)Nc2ccccc2N)cc1,150*
CCc1ccc(NC(=O)N(CCN(C)C)C(C)c2cccnc2)cc1 (stereo unspecified),-8
C[C@H]1CN([C@@H](C)CO)C(=O)c2cccc(NC(=O)c3ccc(-c4nccs4)cc3)c2O[C@H]1CN(C)C(=O)NC1CCCCC1,3
CCn1c(SCC(=O)c2c[nH]c3ccccc23)nnc1-c1cccs1,73
C[C@@H]1CN([C@@H](C)CO)C(=O)Cc2cc(NC(=O)C3CC3)ccc2O[C@@H]1CN(C)Cc1ccc(-c2ccccc2)cc1,14
C[C@@H]1CN([C@H](C)CO)C(=O)c2cc(NC(=O)CCN3CCOCC3)ccc2O[C@H]1CN(C)CC1CCCCC1,-10

# The results go on:
SMILES,ROS inducer
CC1CC(C)CN(CCCNC(=O)c2ccc3c(SCC(=O)O)c4c(nc3c2)CCC4)C1 (stereo unspecified),-11
CCc1ccccc1NC(=O)CSc1ncnc2sc(C)c(C)c12,-8
C[C@H](CO)N1C[C@H](C)[C@H](CN(C)C)Oc2ccc(NS(=O)(=O)c3ccccc3)cc2CC1=O,0
Cc1noc(C)c1S(=O)(=O)Nc1ccc2c(c1)CC(=O)N([C@@H](C)CO)C[C@H](C)[C@H](CN(C)Cc1ccccc1)O2,12
C[C@@H]1CN([C@@H](C)CO)C(=O)c2cccc(NC(=O)Nc3ccc(F)cc3)c2O[C@H]1CN(C)Cc1ccccc1,-1
COc1cc(/C=C/c2cc(O)cc(O[C@@H]3O[C@H](CO)[C@@H](O)[C@H](O)[C@H]3O)c2)ccc1O[C@@H]1O[C@H](CO)[C@@H](O)[C@H](O)[C@H]1O,-6
O=C(Cc1ccccc1)NCc1ccncc1,-4
Cc1noc(C)c1NC(=O)N(C)C[C@@H]1OCCCC[C@@H](C)Oc2ccc(NC(=O)C3CCCCC3)cc2C(=O)N([C@H](C)CO)C[C@@H]1C,-17
C[C@H]1CN([C@@H](C)CO)C(=O)CCCn2nncc2CO[C@H]1CN(C)Cc1ccc2c(c1)OCCN2C,-2
CC1=C(C#N)C(C(F)(F)F)(C(F)(F)F)N=C(c2ccncc2)N1,25
CC1(C)[C@H]2CC=C(/C=N\NC(=O)c3ccc(C(=O)NO)cc3)[C@@H]1C2,-10
COc1ccccc1OCC(=O)Nc1c[nH]c(=O)[nH]c1=O,0
CCC/C=C/C=C/C1CC(O)C(O)C(O)C1CO (stereo unspecified),2
COc1ccc(CN(C)C[C@@H]2Oc3c(NS(=O)(=O)c4c(C)noc4C)cccc3C(=O)N([C@@H](C)CO)C[C@@H]2C)cc1,-5
CC(C)NC(=O)Nc1ccc2c(c1)C(=O)N([C@H](C)CO)C[C@H](C)[C@@H](CN(C)S(=O)(=O)c1cccs1)O2,-7
C[C@H]1CN([C@@H](C)CO)C(=O)c2cc(NC(=O)NC3CCCCC3)ccc2O[C@H]1CN(C)C(=O)Nc1ccc(F)cc1,-9
COc1ccc(S(=O)(=O)Nc2ccc3c(c2)C(=O)N([C@H](C)CO)C[C@H](C)[C@@H](CN(C)S(=O)(=O)c2ccc(C)cc2)O3)cc1,8
C[C@@H]1O[C@@H](Oc2cc(O)c3c(=O)c(O[C@@H]4O[C@@H](C)[C@H](O)[C@@H](O[C@@H]5OC[C@@H](O)[C@H](O)[C@H]5O)[C@H]4O[C@@H]4O[C@H](CO)[C@@H](O)[C@H](O)[C@H]4O)c(-c4ccc(O)c(O)c4)oc3c2)[C@H](O)[C@H](O)[C@H]1O,-3
C[C@@H]1CN([C@@H](C)CO)C(=O)c2cc(NS(=O)(=O)c3cn(C)cn3)ccc2O[C@H]1CN(C)Cc1ccc(C(=O)Nc2ccccc2N)cc1,4
C[C@@H]1CN([C@H](C)CO)C(=O)c2cc(NC(=O)Nc3ccc(C(F)(F)F)cc3)ccc2O[C@@H]1CN(C)Cc1ccc2c(c1)OCO2,7
COc1ccc(C2C3=C(CC(C)(C)CC3=O)Nc3[nH]c(=O)[nH]c(=O)c32)cc1 (stereo unspecified),8
C[C@@H]1CN([C@@H](C)CO)C(=O)Cc2cc(NC(=O)Cc3cn(C)c4ccccc34)ccc2O[C@@H]1CN(C)C(=O)Nc1cccc2ccccc12,14
Cc1ccc(C(O)(C(=O)NN2CCOCC2)c2ccc(C)cc2)cc1,-11
COC(=O)c1ccccc1NC(=O)Cn1nc(C(F)(F)F)c2c1CCCCC2,0
C[C@H]1CN([C@@H](C)CO)C(=O)Cc2cc(NS(=O)(=O)c3cn(C)cn3)ccc2O[C@@H]1CN(C)Cc1ccc(C(=O)Nc2ccccc2N)cc1,38

# (next part)
SMILES,ROS inducer
COc1cc(OC)c2nc(C)c3c(c2c1)SCC3,9
CC(=O)c1cccc(N(CC(=O)N2CCOCC2)S(C)(=O)=O)c1,-6
C[C@H]1CN([C@@H](C)CO)C(=O)c2cc(N(C)C)ccc2O[C@@H]1CN(C)C(=O)NC1CCCCC1,-4
CC(C)COC(=O)N(C)C[C@@H]1OCc2cnnn2CCCC(=O)N([C@@H](C)CO)C[C@@H]1C,12
Cc1nnc(SCC(=O)Nc2ccc(C)c([N+](=O)[O-])c2)s1,-2
C[C@@H]1CCCCO[C@@H](CN(C)S(=O)(=O)c2ccccc2)[C@@H](C)CN([C@H](C)CO)C(=O)c2cc(NC(=O)CCC(F)(F)F)ccc2O1,3
C[C@@H]1CN([C@@H](C)CO)C(=O)c2cc(NC(=O)Cc3cn(C)c4ccccc34)ccc2O[C@@H]1CN(C)CC1CCCCC1,6
C[C@@H]1CN([C@@H](C)CO)C(=O)c2cc(NC(=O)CCCCCC(=O)Nc3ccccc3N)ccc2O[C@@H]1CN(C)Cc1ccc(-c2ccccc2)cc1,1
C[C@@H]1CN([C@H](C)CO)C(=O)CCCn2cc(nn2)CO[C@H]1CN(C)Cc1ccc(Cl)c(Cl)c1,0
NC(=O)CSc1ncnc2c1nnn2Cc1ccc(F)cc1,135*
C[C@@H]1CN([C@@H](C)CO)C(=O)c2cc(NC(=O)CCC(F)(F)F)ccc2O[C@H]1CN(C)Cc1ccc2c(c1)OCO2,-9
Nc1ncnc2c1ncn2CCOc1ccccc1,-5
CCC(Sc1nc2ccccc2c2nc(C)nn12)C(=O)Nc1cc(OC)ccc1OC (stereo unspecified),28
COc1ccc(S(=O)(=O)Nc2ccc3c(c2)C(=O)N([C@@H](C)CO)C[C@H](C)[C@H](CN(C)Cc2ccc(C(=O)O)cc2)O3)cc1,-4
C[C@@H]1CN([C@@H](C)CO)C(=O)Cc2cc(NC(=O)c3ccncc3)ccc2O[C@@H]1CN(C)C,14
C[C@H]1CN([C@@H](C)CO)C(=O)c2cccc(NS(=O)(=O)c3ccccc3)c2O[C@@H]1CN(C)S(=O)(=O)c1cn(C)cn1,-13
C[C@H](CO)N1C[C@H](C)[C@H](CN(C)C(=O)Nc2ccc3c(c2)OCCO3)OCc2cn(nn2)CCCC1=O,11
O=C(NO)c1ccc(C(=O)N/N=C/c2cccc(Br)c2)cc1,41
COc1ccc(CN(C)C[C@@H]2OCCCC[C@@H](C)Oc3ccc(NC(=O)Nc4ccc(F)cc4)cc3C(=O)N([C@H](C)CO)C[C@@H]2C)cc1,119*
c1ccc(CSc2ncnc3c2nnn3Cc2ccccc2)cc1,13
CCN(CC)CCc1nc(-c2ccccc2)no1,13
C[C@H]1CN([C@@H](C)CO)C(=O)Cc2cc(NC(=O)CCN3CCOCC3)ccc2O[C@@H]1CN(C)Cc1ccc(Oc2ccccc2)cc1,18
COc1cc(OC)c(C2=NOC(C(=O)Nc3c(C)nn(Cc4ccc(F)cc4)c3C)C2)cc1Cl (stereo unspecified),10
O=C(O)CN1C(=O)c2cc(Cl)c(Cl)cc2C1=O,-1
Cc1ccc(C(=O)N2CCc3ccccc3C2)cc1,-8

# Sorted by molar mass (lowest first): 6 of the compounds above
SMILES,ROS inducer
Nc1ncnc2c1ncn2CCOc1ccccc1,-5
c1ccc(CSc2ncnc3c2nnn3Cc2ccccc2)cc1,13
COc1cc(OC)c(C2=NOC(C(=O)Nc3c(C)nn(Cc4ccc(F)cc4)c3C)C2)cc1Cl (stereo unspecified),10
C[C@@H]1CN([C@@H](C)CO)C(=O)c2cc(NC(=O)Cc3cn(C)c4ccccc34)ccc2O[C@@H]1CN(C)CC1CCCCC1,6
COc1ccc(S(=O)(=O)Nc2ccc3c(c2)C(=O)N([C@@H](C)CO)C[C@H](C)[C@H](CN(C)Cc2ccc(C(=O)O)cc2)O3)cc1,-4
C[C@@H]1CN([C@@H](C)CO)C(=O)c2cc(NC(=O)CCCCCC(=O)Nc3ccccc3N)ccc2O[C@@H]1CN(C)Cc1ccc(-c2ccccc2)cc1,1

# 3 records drawn at random from the list so far, as already listed:
SMILES,ROS inducer
C[C@@H]1CN([C@@H](C)CO)C(=O)Cc2cc(NC(=O)c3ccncc3)ccc2O[C@@H]1CN(C)C,14
Cc1ccc(C(=O)N2CCc3ccccc3C2)cc1,-8
C[C@@H]1CCCCO[C@@H](CN(C)S(=O)(=O)c2ccccc2)[C@@H](C)CN([C@H](C)CO)C(=O)c2cc(NC(=O)CCC(F)(F)F)ccc2O1,3

# Further records.
SMILES,ROS inducer
CC(=O)Nc1ccc(S(=O)(=O)NC2=NCN(CCOC(=O)c3ccccc3)CN2)cc1,5
C[C@@H]1O[C@@H](O[C@@H]2[C@@H](O)[C@H](C)O[C@@H](OC[C@H]3O[C@@H](Oc4c(-c5ccc(O)cc5)oc5cc(O)cc(O)c5c4=O)[C@H](O)[C@@H](O)[C@H]3O)[C@@H]2O)[C@H](O)[C@H](O)[C@H]1O,-6
Cc1cccc(CN(C)C[C@@H]2Oc3ncc(-c4cccc(C(F)(F)F)c4)cc3C(=O)N([C@H](C)CO)C[C@@H]2C)c1,104*
Cn1c(=Nc2ccccc2C(=O)O)ccc2ccccc21,9
C[C@@H]1CN([C@H](C)CO)C(=O)c2cccc(NC(=O)c3nc4ccccc4s3)c2O[C@H]1CN(C)S(=O)(=O)c1cccs1,12
O=C1CCC(O)c2cccc(O)c21 (stereo unspecified),-1
Cc1ccc(S(=O)(=O)Nc2ccc3c(c2)CC(=O)N([C@H](C)CO)C[C@H](C)[C@H](CN(C)C(=O)NC(C)C)O3)cc1,-2
O=C(NCCN1C(=O)C2C3C=CC(C3)C2C1=O)N1CCCCC1 (stereo unspecified),-2
COC(=O)c1c(C)cc2c(c(C)c1=O)OC1(C2)C(C)CCC2C(C)(C)OC(=O)C=CC21C (stereo unspecified),52
CCOC(=O)c1oc2c(c1C)C(=O)CC(C)(C)C2,0
Cc1ccc(-n2cc(-c3ccccc3)c3c(NCc4ccccc4)ncnc32)cc1,37
CCOC(=O)N1CCN(Cc2cc(=O)oc3ccc(OC)cc23)CC1,-2
COc1ccc(NC(=O)Nc2cccc3c2O[C@@H](CN(C)Cc2ccccc2)[C@@H](C)CN([C@H](C)CO)C3=O)cc1,-11

# Only part of the results is shown; count on the stated rates, not on these rows.
